# Screening data from PubChem.
# Shn3 inh set2 – reduces Shn3 3'UTR luciferase signal in osteoblasts. Clone20 osteoblast Shn3 3'UTR firefly luciferase, 24 h. inhibition, % at 12.5 µM. 360,000 tested, 0.52% active;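 active = mean inhibition of at least 75% with every replicate also reaching 75%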;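 note: 0% = median of neutral control wells and 100% = pilot-screen positive control compound; some compounds past the cut are filed as inactive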
# HIF-2a inh – inhibitors of HIF-2a. 786-0 RCC cells HIF-2a reporter, luciferase luminescence, overnight. 360,000 tested, 0.72% active. inhibition, % at 18.8 µM;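 active = inhibition of the luminescence signal of 40% or more relative to plate controls, in a single-dose primary screen at 18.75 µM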
# Peg3 prom inh – inhibitors of Peg3 promoter; HeLa PEG-Prom luciferase reporter, luminescence, overnight; inhibition, % at 20 µM; 360,000 tested, 1.7% active; AID 588405;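 active = inhibition of at least 50% at 20 µM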
# MITF TRPM1 inh – reduces MITF-dependent TRPM1 promoter luciferase signal. SK-MEL-5 TRPM1 promoter luciferase, 24 h. inhibition, % at 12.5 µM. 330,000 tested, 0.83% active. AID 488899;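 active = mean inhibition across replicates of 60% or more, whatever share of single replicates reaches that level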; note: values of inactives mirror those of a sister screen read the other way
# H9c2 protect – modulators protecting cardiomyocytes from myocardial damage; AID 588492; protection from H2O2 cell death, % at 20 µM; H9c2 cardiomyocytes, H2O2 injury protection, ATPLite, 2 h; 360,000 tested, 0.63% active;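 active = compounds giving at least 50% protection of heart cells from peroxide-induced death in the single-dose screen, raw or plate-pattern-corrected value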;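 note: 0% = DMSO wells with peroxide and 100% = DMSO wells without peroxide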
# HTR2A ag – agonists of mouse serotonin 5-HT2A receptor (HTR2A); P35363; CHO-K1 mHTR2A beta-arrestin complementation, luminescence; percent of 30 µM serotonin response; activation, % at 7.6 µM; 360,000 tested, 0.66% active;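 active = activation above a run cutoff, the mean activation of all tested compounds plus 3 SD, cut at about 14% in these data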;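 note: 0% = plate median of compound wells and 100% = 30 µM serotonin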
# Target sequence (P35363 whole entry, looked up): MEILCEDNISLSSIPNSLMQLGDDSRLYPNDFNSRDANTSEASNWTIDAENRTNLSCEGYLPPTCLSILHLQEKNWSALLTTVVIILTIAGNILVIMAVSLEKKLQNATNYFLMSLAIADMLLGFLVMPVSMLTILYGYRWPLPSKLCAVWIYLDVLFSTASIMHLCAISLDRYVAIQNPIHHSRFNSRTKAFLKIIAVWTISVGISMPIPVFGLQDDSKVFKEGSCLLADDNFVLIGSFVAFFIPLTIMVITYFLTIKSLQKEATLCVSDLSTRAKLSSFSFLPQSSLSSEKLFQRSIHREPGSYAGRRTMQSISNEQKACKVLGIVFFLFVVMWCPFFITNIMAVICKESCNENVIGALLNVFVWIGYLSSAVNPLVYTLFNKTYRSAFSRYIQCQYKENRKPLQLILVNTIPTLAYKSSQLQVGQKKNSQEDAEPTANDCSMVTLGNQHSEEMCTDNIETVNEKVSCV
# CaV13 FRET inh – Disruptors of the CACNA1D IQ motif to Ca2+-dependent inactivation inhibitor domain association, primary screening, Förster resonance energy transfer in intact living …; AID 743397; HEK cells, CFP/YFP FRET ICDI-IQ, plate reader, 10 min; percent FRET-ratio fall versus neutral wells; 340,000 tested, 0.098% active; inhibition, % at 12.3 µM;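 active = mean replicate inhibition of at least 30% and at least 1% of replicates passing that level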;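 note: 0% = median of the neutral control wells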
# hiPSC survival – hiPSC single-cell survival enhancement; ATPlite luminescence; 100% = ROCK inhibitor wells, 0% = DMSO; survival enhancement, % at 20 µM; 360,000 tested, 0.044% active; in the data active = survival enhancement above about 18%;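 note: cells exposed to compounds for 16 hours before the ATP read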
# NR2E3 ag-1 – agonists of human NR2E3 nuclear receptor. Q9Y5X4. CHO-S Gal4-NCOR/VP16-NR2E3 two-hybrid, luciferase. inhibition of corepressor binding, % at 3.98 µM. 360,000 tested, 0.35% active. AID 602229;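 active = inhibition above the mean of all tested compounds plus 3 SD, cut at about 70% in these data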;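 note: 0% = DMSO with NR2E3 transfected cells and 100% = cells lacking NR2E3 construct; higher means lower luciferase signal from less NR2E3 corepressor binding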
# Target sequence (Q9Y5X4 whole entry, looked up, the tested form may be a part): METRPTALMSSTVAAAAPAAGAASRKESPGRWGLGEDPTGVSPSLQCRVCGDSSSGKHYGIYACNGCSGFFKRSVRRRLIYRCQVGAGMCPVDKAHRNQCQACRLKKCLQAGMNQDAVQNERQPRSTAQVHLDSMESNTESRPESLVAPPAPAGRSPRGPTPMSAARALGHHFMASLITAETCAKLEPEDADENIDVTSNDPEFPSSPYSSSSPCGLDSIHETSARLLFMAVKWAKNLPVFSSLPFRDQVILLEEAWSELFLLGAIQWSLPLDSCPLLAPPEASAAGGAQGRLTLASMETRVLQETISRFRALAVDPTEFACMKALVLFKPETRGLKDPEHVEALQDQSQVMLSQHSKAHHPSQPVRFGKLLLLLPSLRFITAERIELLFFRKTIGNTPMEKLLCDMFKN
# PDI inh – blocks human protein disulfide isomerase activity | P07237 | PDI insulin aggregation turbidity, A650, 90 min | inhibition, % at 10 µM | 350,000 tested, 0.052% active;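 active = mean inhibition across replicates of 30% or more, whatever share of single replicates reach that level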;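 note: absorbance from insulin aggregation driven by PDI reduction with DTT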
# NR2E3 ag-2 – agonists of human nuclear receptor NR2E3; Q9Y5X4; GST-NR2E3/biotin-RetCOR TR-FRET, 1536-well; inhibition of corepressor binding, % at 4.78 µM; 320,000 tested, 0.12% active; AID 2300;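 active = percent inhibition above the cutoff of mean plus 3 SD of all tested compounds, set per screening campaign, cut at about 20% in these data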;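 note: 0% = DMSO wells and 100% = biotin wells as full block of FRET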
#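 Format: 1536-well format; test system: GST-NR2E3 and biotin-RetCOR proteins; read-out basis: percent inhibition of TR-FRET ratio; timing: 5 h incubation at 4 °C; detection: time-resolved FRET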
# * hit, by the source's call; x = not tested or not shown. This is a random part of the collection; 3.9% or so of the library scored in one or more.
SMILES,Shn3 inh set2,HIF-2a inh,Peg3 prom inh,MITF TRPM1 inh,H9c2 protect,HTR2A ag,CaV13 FRET inh,hiPSC survival,NR2E3 ag-1,PDI inh,NR2E3 ag-2
C=CCn1c(SCC(=O)Nc2cc(NC(C)=O)ccc2OC)nnc1-c1cccnc1,7,6,15,6,1,-2,-7,2.8,-7,0,-2
O=[N+]([O-])c1ccccc1S(=O)(=O)Nc1ncccn1,-1,-7,-3,9,0,-5,-5,-0.4,7,15,-2
O=C(NCc1cccs1)c1cccc2c(-c3ccc(F)c(F)c3)coc12,0,-93,-45,x,-3,-10,-10,-0.1,-113,1,x
Cc1ccc(C)c(S(=O)(=O)N2CCN(C(=O)c3ccncc3)CC2)c1,-25,4,-5,3,-10,-1,-6,1.7,-9,14,-1
O=S(=O)(Nc1ccc(S(=O)(=O)N2CCOCC2)cc1)c1ccc(Br)cc1,2,12,17,x,2,3,-3,0.2,-9,3,-1
COCCNC(=O)C1(C)CCCN(Cc2ccc(OCc3ccccc3)cc2)C1 (configuration not stated),34,2,-8,x,-3,-4,-6,1.1,-9,-40,x
COC(=O)c1ccccc1NC(=O)CN1CCC(NC(=O)c2ccccc2C)CC1,26,20,23,14,9,3,-10,1.7,-11,-20,-1
CC(=O)NCC(=O)OCC(=O)c1ccc2ccccc2c1,-2,6,6,-4,6,-3,-9,-2.0,28,-5,1
CCN(CC)S(=O)(=O)c1ccc2[nH]cc(C(=O)NCCN3CCCCC3C)c(=O)c2c1 (configuration not stated),-11,0,-1,1,6,-1,-3,0.6,19,-9,0
N#Cc1ccc(COC(=O)c2ccc3c(=O)[nH]c(CN4CCOCC4)nc3c2)cc1,-21,21,23,2,17,2,-5,3.0,-1,-10,2
CCOC(=O)C1(Cc2cccc(OC)c2)CCCN(CCO)C1 (configuration not stated),3,5,10,0,-5,-5,-4,-0.1,-27,8,-2
Cc1cc(=O)[nH]c(SCc2nc3ncccn3c2Br)n1,-44,8,-2,-3,10,-1,-4,3.2,-14,1,8

# Gathered by group: the entries above containing an aryl methoxy group (2)
SMILES,Shn3 inh set2,HIF-2a inh,Peg3 prom inh,MITF TRPM1 inh,H9c2 protect,HTR2A ag,CaV13 FRET inh,hiPSC survival,NR2E3 ag-1,PDI inh,NR2E3 ag-2
C=CCn1c(SCC(=O)Nc2cc(NC(C)=O)ccc2OC)nnc1-c1cccnc1,7,6,15,6,1,-2,-7,2.8,-7,0,-2
CCOC(=O)C1(Cc2cccc(OC)c2)CCCN(CCO)C1 (configuration not stated),3,5,10,0,-5,-5,-4,-0.1,-27,8,-2

# Next section.
SMILES,Shn3 inh set2,HIF-2a inh,Peg3 prom inh,MITF TRPM1 inh,H9c2 protect,HTR2A ag,CaV13 FRET inh,hiPSC survival,NR2E3 ag-1,PDI inh,NR2E3 ag-2
N#Cc1c(-c2ccco2)cc(C2CC2)nc1SCC(=O)c1ccccc1,21,-7,24,-7,-15,-1,-9,-2.0,-5,12,1
CCOc1ccccc1NC(=O)C1CCN(S(=O)(=O)c2c(C)noc2C)CC1,-1,19,9,0,5,-1,-4,5.5,12,-1,1
COC(=O)CCNc1n[nH]c(=O)[nH]c1=O,-22,14,4,-1,-1,8,-5,1.9,0,5,4
Cc1ccc2c(c1)N(C(=O)CCC(=O)N1CCOCC1)CC(C)O2 (configuration not stated),-4,7,7,x,3,-3,-5,-3.3,-8,x,2
CCCS(=O)(=O)c1c(S(=O)(=O)CCC)c2c3ccccc3ccn2c1C(=O)OC,5,19,32,-5,38,2,-10,-1.0,-16,-5,6
Cc1ccc(-c2nnc(SCC(N)=O)nc2-c2ccc(C)cc2)cc1,-1,10,3,16,-1,-1,-5,-0.5,-11,1,4
CCOC(=O)CN(C(=O)COc1nc(C)cc(C)c1C#N)c1cccc(Cl)c1,-14,-7,3,12,7,0,-5,0.0,17,-3,-1
O=C(O)c1ccc(N=Nc2c(O)ccc3ncccc23)cc1,28,-89,-9,29,-16,-2,-23,-0.7,-146,-8,-14
O=c1[nH]nc(CNc2cccc(C(F)(F)F)c2)c2ccccc12,19,-30,-18,-16,45,0,5,-2.2,-23,-11,0
CC(C)c1onc(C(=O)Nc2cccc(Cl)c2)c1[N+](=O)[O-],-46,-70,-29,-3,3,-3,-4,0.6,-11,-9,2
CC1CN(Cc2nc3c(c(=O)n(C)c(=O)n3C)n2CCCc2ccccc2)CC(C)O1 (configuration not stated),-9,1,4,6,19,7,x,-4.1,7,-3,0
O=C(COc1ccccc1)NCCc1nc2ccccc2[nH]1,-24,19,-4,8,10,3,-4,1.7,-13,-3,-1
COc1cccc(OCC(=O)O/N=C(\N)c2ccncc2)c1,-33,-145,-129,-33,2,1,-4,0.3,-67,-9,1
Cc1ccc2c(c1)N(C(=O)CCC(=O)Nc1ccccc1Cl)CC(C)O2 (configuration not stated),48,3,7,x,4,-5,-6,-4.2,20,x,-2
CCC(=O)Nc1nc2ccc(NC(C)=O)cc2s1,-23,-152,-107,-5,0,-2,-8,2.3,-34,-5,4
CCCCC[n+]1ccn(C2=C([O-])c3ccccc3C(=O)/C2=N\S(=O)(=O)c2ccccc2)c1,7,7,20,94*,-16,1,-6,-3.7,-10,20,-2
COC(=O)c1ccccc1-c1c2ccc(=N)cc-2oc2cc(N)ccc12,-9,6,18,56,-15,-12,-13,3.1,-7,-8,-1
Cc1ccc(-c2nnc(SCc3nc(N)nc(Nc4ccccc4C)n3)n2N)cc1,-1,-6,1,3,-1,2,-4,-0.7,-31,16,0
O=[N+]([O-])c1ccc(N(c2ccccc2)c2ccccc2)cc1,13,-8,19,-16,-12,-1,-45,-2.8,3,0,3
NS(=O)(=O)c1ccc(NC(=S)N2CCN(c3ccc(Cl)c(Cl)c3)CC2)cc1,78,13,11,7,-8,35*,-5,2.7,39,2,1
Cc1cc(C)n(CC(=O)NNC(=O)c2ccc(OC(F)(F)F)cc2)n1,-6,0,9,3,0,6,-7,3.9,0,-9,x
Cc1cc(C)cc(OCC(=O)Nc2ccc(N3CCN(C(=O)c4ccco4)CC3)cc2)c1,53,15,47,20,-1,-5,-8,0.1,-5,-3,0
Cn1c(=O)c(S(=O)C2CCCCC2)c(O)c2ccccc21 (configuration not stated),-4,22,22,-9,-2,-1,-5,-0.3,10,2,2
CC1CCCC(C)N1c1nnc(NC(=O)c2cc(-c3ccc(Br)cc3)on2)s1 (configuration not stated),-4,-3,-1,x,-12,3,-10,1.6,-20,x,16
CCOC(Cn1c(-c2ccc(OC)cc2)nc2ccccc21)OCC,-8,-60,-16,-21,-8,-1,-3,-1.7,-5,-11,-1
Cc1cc(C)n(CC2CC(=O)N(c3ccc(Cl)cc3)C2=O)n1 (configuration not stated),-18,16,16,-4,-1,-2,-4,-0.3,-8,-4,5
Cc1cc(NC(=O)c2cc(C)on2)n(-c2ccccc2)n1,6,9,10,6,-7,3,-5,-2.3,-6,-6,-1
COc1ccccc1N1CCN(C(=O)c2ccc(Cl)c(S(=O)(=O)N3CCCC3)c2)CC1,3,9,10,5,-2,1,-6,-0.3,-14,-5,0
CC(O)(c1cccnc1)c1nc(-c2ccc(S(C)(=O)=O)cc2)cs1 (configuration not stated),5,-6,-14,x,7,0,-6,0.8,-9,-2,x
Nc1cc(C(=O)OCC(=O)N2CCCC2=O)ccc1Cl,-8,-7,5,-8,0,10,-6,-0.1,-9,0,0
O=C(CN(Cc1ccc(Cl)cc1)C(=O)c1csnn1)NCc1ccccc1,-9,9,9,2,0,3,-2,0.3,1,3,4
O=C(O)c1ccc(N/N=C2/CCCc3ccccc32)cc1,-60,-191,-138,-35,5,1,1,-0.3,-147,-8,-1
C[C@@H]1CN([C@@H](C)CO)C(=O)CCCn2nncc2CO[C@H]1CN(C)Cc1ccc2cccnc2c1,-16,5,-8,x,-5,5,-5,2.3,-11,5,x
Cc1cc(C)c(C#N)c(SCc2ccc(F)cc2)n1,-7,-4,4,-4,-6,-7,5,1.7,-27,0,-2
CSC(=Nc1ccccc1)N=C(SCc1ccccc1)N(C)C,93*,83*,96*,116*,-20,-4,-4,5.8,86*,-1,x
COc1ccccc1Cn1c(-c2ccccc2OC)nc2ccccc21,-6,8,16,9,-5,-3,-7,3.3,3,-2,0
CCCCn1c(=O)nc2n(-c3ccc(Cl)cc3)c3ccccc3cc-2c1=O,-2,11,15,-3,2,3,-4,-0.7,17,4,-2
Cn1cccc1/C=N/NC(=O)C12CC3CC(CC(C3)C1)C2,13,5,1,6,-2,0,-19,-0.9,-25,-12,-1
Cc1ccc(NC(=O)C2CCN(S(=O)(=O)c3ccc4c(c3)OCCO4)CC2)nc1,14,5,10,5,0,13,-5,0.1,19,-1,-1
CCC(OC(=O)CN1C(=O)C(=O)c2ccccc21)C(=O)Nc1ccc(S(N)(=O)=O)cc1 (configuration not stated),7,-1,19,-5,14,-9,3,-0.7,16,-2,-2
CCOC(=O)N1CCN(CC(=O)Nc2c(C(=O)OC)[nH]c3ccccc23)CC1,-37,3,22,4,3,12,x,-0.3,5,-2,-1
Cc1nn(C)c(Oc2ccccc2)c1CCNS(=O)(=O)c1ccccc1,13,14,16,3,-16,0,-6,1.0,1,0,3
CCOc1ccc(/C(O)=C2/C(=O)C(=O)N(CCOCCO)C2c2ccccc2)cc1 (configuration not stated),-9,-12,6,11,-26,-7,-5,12,-18,-4,19
COCCn1c(C)cc(C(=O)CSc2ccc(NC(C)=O)cc2)c1C,-19,11,-169,-19,3,2,-5,1.3,-32,-6,-3
O=[N+]([O-])c1cccc2ccc(/C=C/c3ccc(F)cc3)nc12,-104,-198,-161,-26,-6,-7,-7,3.1,-84,3,-1
OCc1cccc[n+]1CCc1ccccc1,-27,17,3,x,3,-2,-18,0.2,-27,-1,0
CCCc1cc(=O)oc2c(C)c(OCC(=O)N3CCC(C(=O)O)(c4ccccc4)CC3)ccc12,6,-9,2,x,9,0,x,-0.3,-10,x,-3
Cc1nc2ncnn2c(N2CCN(C(=O)Cc3cccs3)CC2)c1C,3,11,14,9,4,3,-4,0.2,-2,-2,2
CCOc1cc(/C=N/O)cc(Br)c1OCC(=O)NCc1ccccc1,-38,8,20,-12,-1,3,-3,0.8,22,-1,-2
COc1cccc(OCc2nnc(SCC(=O)NNC(=O)C3CCCCC3)n2C)c1,-6,3,12,5,-2,1,12,0.5,-19,3,6
CC(C)(C)C(=O)/C=C(\N)c1ccccn1,-20,-124,-61,-8,12,-1,x,-2.0,10,-1,1
Cc1cnc(C)c(N2CCC(C(=O)NCc3cccs3)CC2)n1,1,8,9,17,-7,-2,x,-0.6,7,9,-5
CC(C)(C)NS(=O)(=O)c1cc(C(=O)Nc2sccc2C#N)ccc1Cl,1,-67,-24,-3,-8,18*,-6,-0.1,-37,13,-1
